Bioassay records from PubChem.
E-selectin induc: E-selectin induction in HUVECs, primary screen, imaging, HUVEC, immunofluorescence imaging, single point; P16581; hit rate 0.37% among 260,000; activation, % at 7.58 µM; normalized: neutral wells 0, TNF-alpha wells 100;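 active = mean E-selectin-positive cell signal at least 10% of the positive control, reached in at least 60% of replicates, without over 20% cell loss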;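 note: in these data hits start at about 27%; measured in HUVEC primary endothelial cells; signal is the percent of cells scored E-selectin positive by PE staining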
Target sequence (P16581 whole entry, looked up): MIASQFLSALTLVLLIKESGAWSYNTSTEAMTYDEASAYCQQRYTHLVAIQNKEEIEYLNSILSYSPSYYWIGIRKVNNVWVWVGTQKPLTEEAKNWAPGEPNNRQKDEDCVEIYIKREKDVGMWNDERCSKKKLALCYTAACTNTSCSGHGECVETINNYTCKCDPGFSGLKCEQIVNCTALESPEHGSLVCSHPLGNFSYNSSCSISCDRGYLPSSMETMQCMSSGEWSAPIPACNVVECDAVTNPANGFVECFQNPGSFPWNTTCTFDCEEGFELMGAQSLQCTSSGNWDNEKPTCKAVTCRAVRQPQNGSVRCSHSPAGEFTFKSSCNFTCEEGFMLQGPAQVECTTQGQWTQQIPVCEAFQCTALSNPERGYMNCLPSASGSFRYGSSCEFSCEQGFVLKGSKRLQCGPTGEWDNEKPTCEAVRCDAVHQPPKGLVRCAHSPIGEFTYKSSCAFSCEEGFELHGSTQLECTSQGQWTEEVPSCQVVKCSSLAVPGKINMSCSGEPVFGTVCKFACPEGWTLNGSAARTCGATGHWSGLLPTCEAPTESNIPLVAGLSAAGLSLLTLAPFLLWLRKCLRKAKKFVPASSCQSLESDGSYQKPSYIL
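System: HUVEC / Compound: single concentration / Signal: immunofluorescence imaging / Read-out: percent E-selectin-positive cells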
miR122 inh: miR-122 Renilla sensor signal increase in Huh7, primary screen, miR-122 inhibitor project, cell-based, single point, plate reader; Huh7 miR-122 Renilla luciferase sensor, 48 h; neutral wells = 0, positive control = 100; activation (reporter increase), % at 12.5 µM; hit rate 0.3% among 340,000; AID 602342, 2012;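 active = mean replicate activation score at least 90 and every replicate individually at or above 90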;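 note: higher luciferase means less miR-122 activity so hits act as miR-122 inhibitors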
Cneo AK release: Cryptococcus neoformans cell lysis inducers, primary screen, AK release luminescence, single concentration; AID 651654, 2012; lysis activity, % at 15 µM; hit rate 0.2% among 360,000; C. neoformans lysis, adenylate kinase release luminescence, 4 h; normalised: neutral wells 0, clomiphene wells 100;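 active = mean lysis activity across replicates of at least 80%, whatever share of replicates individually reach that level; inactive = mean lysis activity below 80%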
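Test system: log-phase Cryptococcus neoformans yeast cells; Quantity: yeast cell density of 5 × 10^6 cells/mL; Buffer or medium: YPD; Doses: single compound concentration per well; Timing: 4 h at 37 °C static, read 1 h later; Measured by: AK luminescence; Read-out basis: lysis from increased AK signal; Control set: Clomiphene as positive control.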
RAD54 inh: inhibitors of human RAD54 branch migration, primary screen, biochemical, fluorescence, single point. inhibition, % at 10.4 µM. RAD54 Holliday junction branch migration, FAM/BHQ fluorescence. hit rate 0.14% among 360,000. DNA repair and recombination protein RAD54-like (Homo sapiens), Q92698;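 active = mean normalized replicate activity at least 40 and at least half of replicates scoring 40 or more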;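 note: 0% = median of neutral control wells and 100% = median of positive control wells; inhibitors cause a drop in the FAM fluorescence signal; in these data hits start at about 50%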
PGC1a acetyl inh: inhibitors of PGC1a acetylation signal, primary screen, cell-based, U2OS, AlphaScreen, inhibitor mode. AlphaScreen anti-acetyl-lysine; with virally co-expressed GCN5 acetyltransferase. AID 651687, 2012. hit rate 0.17% among 350,000. inhibition, % at 15.6 µM;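 active = every replicate shows inhibition of at least 40%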;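 note: 0% = neutral control wells and 100% = positive control wells; some results beyond the cut were filed as inactive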
ERAP1 inh: human ERAP1 aminopeptidase inhibitors, primary screen, biochemical, single point, plate reader; Endoplasmic reticulum aminopeptidase 1 (Homo sapiens), Q9NZ08; hit rate 0.15% among 340,000; recombinant ERAP1, Leu-AMC fluorescence, 60 min; inhibition, % at 10.7 µM;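 active = mean replicate inhibition of at least 30%, or all replicates individually reaching that 30% level; inactive = mean below 30% and not every replicate reaching it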;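 note: 0% = neutral control wells and 100% = L-leucinethiol positive control wells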
PglD DTNB: C. jejuni PglD acetyltransferase inhibitors, primary screen, biochemical, DTNB colorimetric, single point. UDP-N-acetylbacillosamine N-acetyltransferase PglD (Campylobacter jejuni). purified PglD enzyme, DTNB colorimetric CoA detection. inhibition, % at 12.5 µM. hit rate 0.098% among 360,000. AID 602405, 2012; in the data active = inhibition above about 16%, passing the limit was not always enough; note: strong numbers were not always called active
RAD52 anneal inh: RAD52 DNA annealing inhibitors, primary screen, biochemical, FRET, single point, set 2; inhibition, % at 18.7 µM; recombinant RAD52 DNA annealing, FRET fluorescence; hit rate 0.46% among 360,000; DNA repair protein RAD52 homolog (Homo sapiens), P43351;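 active = every replicate showing at least 50% inhibition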
Target sequence (P43351 whole entry, looked up): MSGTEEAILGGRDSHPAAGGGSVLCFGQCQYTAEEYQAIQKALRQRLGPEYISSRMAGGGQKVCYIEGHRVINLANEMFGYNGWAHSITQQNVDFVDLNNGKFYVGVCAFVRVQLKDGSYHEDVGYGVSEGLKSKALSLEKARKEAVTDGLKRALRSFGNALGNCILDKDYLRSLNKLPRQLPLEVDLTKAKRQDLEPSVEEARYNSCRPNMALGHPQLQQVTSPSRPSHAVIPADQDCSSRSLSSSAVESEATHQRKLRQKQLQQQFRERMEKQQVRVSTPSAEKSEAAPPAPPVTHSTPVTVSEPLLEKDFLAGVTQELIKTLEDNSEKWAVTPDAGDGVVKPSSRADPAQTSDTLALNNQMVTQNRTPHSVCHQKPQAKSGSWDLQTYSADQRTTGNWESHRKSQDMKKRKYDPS
* = called active by the depositor; x = no result given; & = joins results of further samples; [ ] = remark or other dose.

SMILES	E-selectin induc	miR122 inh	Cneo AK release	RAD54 inh	PGC1a acetyl inh	ERAP1 inh	PglD DTNB	RAD52 anneal inh
CCOC(=O)CN1C(=O)CSc2ccc(S(=O)(=O)N3CCCC3)cc21	-0.2	12	1	x	-7	x	10	-3
O=C(Nc1ccc(Cl)cc1Cl)NC1CCCC1	x	-12	x	x	-5	3	x	-7
CC(=O)c1ccc(OC(=O)c2cccs2)cc1	x	-5	-2	3	2	x	4	x
COC(=O)C1CCN(C(=O)NC2CC(=O)N(c3ccc4c(c3)OCCO4)C2)CC1 (configuration not stated)	x	x	-1	3	x	2	7	-12
C=CC[C@@H](CC(=O)N[C@H](CO)Cc1ccccc1)C(=O)N[C@H](C)COC(=O)[C@@H](CC=C)Cc1ccc(F)cc1	0.3	-23	13	-4	x	x	-5	-17
CN(CC(=O)Nc1ccc(S(N)(=O)=O)cc1)C1CCCCC1	-0.1	2	-2	0	3	-3	5	-10
COc1ccc(Cc2noc(CN3CCN(Cc4cccc(Cl)c4)CC3)n2)cc1OC	x	-13	x	x	-6	2	x	1
O=C1COc2ccc(C(=O)COC(=O)c3ccccc3F)cc2N1	x	x	0	3	x	2	-1	-33
C[C@@H](NC(=O)N(C)C[C@H]1OCc2ccccc2-c2c(n(C)c3ccccc23)C(=O)N([C@@H](C)CO)C[C@@H]1C)c1ccccc1	-0.3	x	0	1	-20	2	3	2
COc1cccc(-c2ccc([C@H]3[C@H]4CNCC(=O)N4[C@H]3CO)cc2)c1	0.1	x	x	x	7	0	x	-10
Cc1ccc(Nc2c(-c3ccc(C)o3)nc3cnccn23)cc1	-0.2	-1	-6	0	0	8	2	-17
CS(=O)(=O)c1ccc(Cl)c(NC(=O)c2cc(=O)[nH]c3ccc(S(=O)(=O)N4CCOCC4)cc23)c1	-0.1	-2	x	x	x	3	x	-6
COCCn1c(SCC(=O)NCc2cccs2)nnc1-c1ccc(OC)cc1	x	-4	5	-5	-3	0	5	-9
COc1ccc(C#Cc2ccc([C@H]3[C@H]4CN(Cc5ccncc5)CCCCN4[C@H]3CO)cc2)cc1	-0.6	3[16.7 µM]	44	6	-9	-1	2	-54
COC(=O)C1=C(CN2CCN(C)CC2)NC(=O)NC1c1cc(C)ccc1C (configuration not stated)	x	-5	2	-9	5	x	7	x
CN(CC(=O)Nc1ccccc1Cl)C(=O)CSc1nc2ccccc2s1	0.5	-7	1	10	6	-1	3	-30
CC1CCc2sc(C(=O)NN=C3CCCC3)cc2C1 (configuration not stated)	0.1	8	-2	-9	0	-8	-2	-7
O=S1(=O)CCOCCCN1Cc1cccc(C(F)(F)F)c1	x	-3	0	8	10	5	4	-8
N#Cc1ccc(NC(=O)COC(=O)c2cccc(S(=O)(=O)N3CCCC3)c2)cc1	0.5	-6	2	-4	1	4	-1	-8
COc1ccccc1-c1ccccc1[C@H]1[C@@H](C#N)N(C(=O)C2CC2)[C@@H]1CO	0.1	x	x	x	-3	0	x	2
CSc1nc(Oc2ccc(F)cc2F)cc(C(F)(F)F)n1	x	2	1	1	42	x	1	x
Cc1ccc(-c2cnc3c(c2)C(=O)N([C@H](C)CO)C[C@@H](C)[C@H](CN(C)C(=O)c2ccncc2)O3)cc1	-0.1	0[16.7 µM]	-1	3	7	2	1	-4
c1ccc(OCCNc2nc(NCC3CC3)nc3ccsc23)cc1	0.1	-10	-1	0	9	-3	2	-2
O=C(Oc1ccccc1)N(c1ccccc1)c1ccccc1	x	0	0	2	2	0	4	1
COc1ccc(C(=O)Nc2cccc(/C=C(/CCC(=O)O)c3nc4ccccc4s3)c2)cc1	0.3	77	x	x	6	2	x	-17
C[C@H](CO)N1C[C@H](C)[C@@H](CN(C)S(=O)(=O)c2cccc(F)c2)OCc2ccccc2-c2c(n(C)c3ccccc23)C1=O	0.1	x	-2	-21	-25	0	0	7
C[C@H](CO)N1C[C@H](C)[C@@H](CN(C)C)Oc2ccc(NC(=O)C3CCCCC3)cc2C1=O	-0.3	-7[16.7 µM]	-2	-2	1	1	-1	10
COc1ccc(NC(=O)N[C@@H]2CC[C@H](CCNC(=O)c3cc(Cl)cc(Cl)c3)O[C@@H]2CO)cc1	-0.5	x	-9	9	-8	1	-3	-9
Cc1cc(SCC(=O)N/N=C/c2ccc(O)cc2O)nc2ccccc12	0.1	-11	-1	-1	23	-2	5	-19
COC(=O)C[C@H]1CC[C@H](NC(=O)Nc2ccc(C(F)(F)F)cc2)[C@H](CO)O1	0.1	x	-6	-7	-6	3	0	4
CC1(Oc2ccc(Cl)cc2)CCN(Cc2ccc(OC(F)(F)F)cc2)C1 (configuration not stated)	0.0	-5	-2	4	-10	1	-4	1
CC(C)NC(=O)N(C)C[C@@H]1Oc2cc(C#Cc3cccc(F)c3)ccc2S(=O)(=O)N([C@H](C)CO)C[C@H]1C	-1.0	10[16.7 µM]	-6	-9	11	-1	3	8
c1ccc(-n2ncc3c(NCc4ccccn4)ncnc32)cc1	x	-1	x	x	11	1	x	-15
CCOc1ccc(-c2nnc(-c3ccccc3)n2-c2ccccc2)cc1	-1.0	4	-1	10	4	x	-4	x
CCN(CC)c1ccc(-c2c(C#N)c(N)nc(OC)c2C#N)cc1	x	-1	1	-14	5	-8	2	-69
CC(OC(=O)c1ccccc1)C(=O)NCCC1=CCCCC1 (configuration not stated)	-2.7	-3	2	-6	4	-1	2	-2
Cc1cc(NC(=O)COC(=O)COc2ccc(Cl)c(C)c2)no1	1.6	-2	1	-11	4	-1	5	-12
COc1ccccc1NC(=O)N(Cc1ccco1)Cc1cc2cccc(C)c2[nH]c1=O	x	6	-4	-1	-2	x	x	x
C[C@H]1CN([C@@H](C)CO)C(=O)c2cc(NC(=O)NC3CCCCC3)ccc2O[C@@H]1CN(C)C(=O)Nc1ccc2c(c1)OCO2	-0.1	-22[16.7 µM]	5	-4	-6	0	3	-8
CCCCC(CCC(=O)Nc1cc([N+](=O)[O-])ccc1O)C(=O)O (configuration not stated)	x	-6	x	x	-10	-1	x	-13

Reformatted with two lines to a compound: 13 of the compounds above.
Results follow in this order: E-selectin induc | miR122 inh | Cneo AK release | RAD54 inh | PGC1a acetyl inh | ERAP1 inh | PglD DTNB | RAD52 anneal inh
COc1ccc(NC(=O)N[C@@H]2CC[C@H](CCNC(=O)c3cc(Cl)cc(Cl)c3)O[C@@H]2CO)cc1
  -0.5 | x | -9 | 9 | -8 | 1 | -3 | -9
Cc1cc(SCC(=O)N/N=C/c2ccc(O)cc2O)nc2ccccc12
  0.1 | -11 | -1 | -1 | 23 | -2 | 5 | -19
COC(=O)C[C@H]1CC[C@H](NC(=O)Nc2ccc(C(F)(F)F)cc2)[C@H](CO)O1
  0.1 | x | -6 | -7 | -6 | 3 | 0 | 4
CC1(Oc2ccc(Cl)cc2)CCN(Cc2ccc(OC(F)(F)F)cc2)C1 (configuration not stated)
  0.0 | -5 | -2 | 4 | -10 | 1 | -4 | 1
CC(C)NC(=O)N(C)C[C@@H]1Oc2cc(C#Cc3cccc(F)c3)ccc2S(=O)(=O)N([C@H](C)CO)C[C@H]1C
  -1.0 | 10[16.7 µM] | -6 | -9 | 11 | -1 | 3 | 8
c1ccc(-n2ncc3c(NCc4ccccn4)ncnc32)cc1
  x | -1 | x | x | 11 | 1 | x | -15
CCOc1ccc(-c2nnc(-c3ccccc3)n2-c2ccccc2)cc1
  -1.0 | 4 | -1 | 10 | 4 | x | -4 | x
CCN(CC)c1ccc(-c2c(C#N)c(N)nc(OC)c2C#N)cc1
  x | -1 | 1 | -14 | 5 | -8 | 2 | -69
CC(OC(=O)c1ccccc1)C(=O)NCCC1=CCCCC1 (configuration not stated)
  -2.7 | -3 | 2 | -6 | 4 | -1 | 2 | -2
Cc1cc(NC(=O)COC(=O)COc2ccc(Cl)c(C)c2)no1
  1.6 | -2 | 1 | -11 | 4 | -1 | 5 | -12
COc1ccccc1NC(=O)N(Cc1ccco1)Cc1cc2cccc(C)c2[nH]c1=O
  x | 6 | -4 | -1 | -2 | x | x | x
C[C@H]1CN([C@@H](C)CO)C(=O)c2cc(NC(=O)NC3CCCCC3)ccc2O[C@@H]1CN(C)C(=O)Nc1ccc2c(c1)OCO2
  -0.1 | -22[16.7 µM] | 5 | -4 | -6 | 0 | 3 | -8
CCCCC(CCC(=O)Nc1cc([N+](=O)[O-])ccc1O)C(=O)O (configuration not stated)
  x | -6 | x | x | -10 | -1 | x | -13

Carrying on.
SMILES	E-selectin induc	miR122 inh	Cneo AK release	RAD54 inh	PGC1a acetyl inh	ERAP1 inh	PglD DTNB	RAD52 anneal inh
Cc1ccc(NC(=O)C2C(=O)N(CCO)C3(C)CC2c2ccccc2O3)cc1 (configuration not stated)	x	-4	0	2	3	x	-2	x
Nc1nnc(SCCOc2ccc(Br)cc2)s1	x	-8	-1	9	-15	x	0	x
COC(=O)N(C)C[C@@H]1OCc2cnnn2CCCC(=O)N([C@@H](C)CO)C[C@@H]1C	-0.1	2	0&-2	-20&-3	7	-6&1	6&-1	0&1
Cc1ccc(-c2ccc3c(c2)O[C@@H](CN(C)CC2CCCC2)[C@H](C)CN([C@@H](C)CO)S3(=O)=O)cc1	-0.4	14[16.7 µM]	13	-6	2	0	3	-20
O=C(Nc1nc2cc3c(cc2s1)OCO3)c1ccco1	x	13	-69	-5	6	1	-3	-21
Cc1cccc(NC(=O)c2ccc(S(=O)(=O)NCc3cccnc3)cc2)c1C	x	x	0	3	x	2	-2	-9
CCN(CC(O)CON=C1c2ccccc2-c2ccccc21)S(=O)(=O)c1ccc(C)cc1 (configuration not stated)	1.2	-6	5	-4	x	x	-6	x
CCN(CC(=O)NCc1cccs1)C(=O)/C=C/c1ccc(OC)c(OC)c1	x	1	0	14	x	0	1	-8
CCCc1cc(=O)[nH]c(SCC(=O)Nc2nonc2C)n1	x	-3	-2	3	4	-2	-3	-9
CN1CCN(C(=O)c2ccc(NS(=O)(=O)c3cccc([N+](=O)[O-])c3)cc2)CC1	-1.3	-4	x	-10	-7	-1	0	-14
Cc1cc(S(=O)(=O)N2CCOCC2)ccc1OCC(=O)N1CCC(C)CC1	x	-6	-1	-4	6	9	-1	-11
CCN1CCN(C(=O)c2oc(=O)c3ccccc3c2-c2ccc(C)cc2)CC1	2.6	10	1	4	7	1	4	-5
CCn1ncc(Br)c1C(=O)Nc1ccc2c(c1)OCCO2	8.7	x	x	x	-2	-5	x	-24
O=C(CSc1nnc(-c2cccnc2)n1Cc1ccco1)NCc1ccc2c(c1)OCO2	x	-2	-2	0	-10	x	-4	x
O=C(Cn1nnc2ccccc21)OCC(=O)c1ccc(Cl)c(Cl)c1	x	3	0	9	7	x	-2	x
CC1(C)Cc2cccc(OCC(=O)N3CCN(S(=O)(=O)c4ccc(F)cc4)CC3)c2O1	x	-10	-1	-1	x	x	3	x
CC(C)NC(=O)c1ccccc1NC(=O)Cc1ccc([N+](=O)[O-])cc1	-0.3	1	1	-10	x	-2	2	-24
O=C(Cc1ccncc1)NCC[C@H]1CC[C@H](NC(=O)C2CCC2)[C@@H](CO)O1	0.1	x	-7	-3	10	-2	3	-29
COc1ccccc1OCC(=O)NCC1CCCN(Cc2cnn(C(C)C)c2)C1 (configuration not stated)	-0.4	4	6	-4	x	0	3	-13
COc1ccc(NC2CCCN(C(=O)CCN3CCOCC3)C2)cc1 (configuration not stated)	x	-3	0	5	7	0	-2	1
